Source: PubChem
TbPYK inhibitor: qHTS of Trypanosoma Brucei Inhibitors; TbPYK enzyme, Kinase-Glo Plus ATP luminescence, 45 min; Potency, µM (top dose mostly 76.8 µM), for inactives: at the top dose activity, negative = inhibition, usual class: inhibitors; actives 0.12% (n = 410,000); note: potency is the fitted concentration of half-maximal effect; nearly all actives have a fitted effect of over 50% in size
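TbPYK + substrate in 50 mM TEA pH 7.2, 100 mM KCl, 10 mM MgCl2, 0.05% BSA, 0.01% Tween-20; cpd pinned; ADP 130 uM final; 45 min RT; Kinase-Glo Plus 10 min; luminescence endpoint.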
Sm TGR inh: qHTS Assay for the Inhibitors of Schistosoma Mansoni Peroxiredoxins; Potency, µM (titrated, usually from 114 µM), for the others: top-dose activity change, negative = inhibition, most hits filed as inhibitors; actives 3% (n = 360,000); purified TGR, DTNB reduction, TNB absorbance 405 nm; note: potency is the fitted concentration of half-maximal effect; nearly all actives have a fitted effect of over 60% in size
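First, TGR (20 nM dispensed) and NADPH were mixed with compound. Second, a 15 min room-temperature incubation followed. Third, further NADPH and then DTNB were added to start the reaction. Finally, TNB absorbance was monitored kinetically.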
AMA1 RON2 block: qHTS for Inhibitors of AMA1-RON; Towards Development of Antimalarial Drug Lead: Primary Screen. Plasmodium falciparum AMA1 (3D7) - RON2 peptide interaction. AlphaScreen AMA1-biotinylated RON2 peptide binding. Potency, µM (highest dose often 58.2 µM), for inactives: top-dose activity change, negative = inhibition, actives largely listed as inhibitors. actives 0.2% (n = 360,000);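 note: potency is the fitted concentration of half-maximal effect; 0% = vehicle wells and -100% = peptide control; nearly all actives have a fitted effect of over 45% in size; some results filed as inactive show a strong effect at the top dose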
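AMA1 (3D7) with his tag at 25 nM final met compounds first, then biotinylated RON2 peptide at 25 nM; detection used donor plus acceptor beads, 10 µg/mL apiece, read by AlphaScreen after 30 min at room temperature.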
AmpC inh detg: qHTS Inhibitors of AmpC Beta-Lactamase (assay with detergent); P00811; AmpC hydrolysis of nitrocefin, absorbance 480 nm, 0.01% Triton; Potency, µM (series often up to 114 µM), for the others: at the top dose activity change, negative = inhibition, actives largely listed as inhibitors; actives 0.041% (n = 370,000);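 note: potency is the fitted concentration of half-maximal effect; 0% = no-compound wells and -100% = no-enzyme wells; nearly all actives have a fitted effect of over 25% in size; some results filed as inactive show a strong effect at the top dose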
Target sequence (P00811 whole entry, looked up): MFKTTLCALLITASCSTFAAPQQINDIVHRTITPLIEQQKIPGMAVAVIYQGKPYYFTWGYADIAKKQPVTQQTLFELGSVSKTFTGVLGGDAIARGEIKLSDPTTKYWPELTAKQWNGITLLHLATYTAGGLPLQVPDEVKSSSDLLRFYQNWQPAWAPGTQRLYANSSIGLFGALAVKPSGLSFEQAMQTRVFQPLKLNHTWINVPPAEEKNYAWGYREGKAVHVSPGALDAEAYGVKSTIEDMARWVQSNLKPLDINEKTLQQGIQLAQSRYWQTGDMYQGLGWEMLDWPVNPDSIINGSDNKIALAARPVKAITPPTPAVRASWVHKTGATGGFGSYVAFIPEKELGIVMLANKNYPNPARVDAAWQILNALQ
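20 mM phosphate pH 7.0 + 0.01% (detergent screen) or 0.0001% Triton X-100; 5.3 nM AmpC reagent; cpd preinc 15 min RT; nitrocefin (800 uM stock) to start; A480 q20 s × 4 min; Activity was normalised to no-enzyme and no-compound control wells.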
AmpC no deterg: qHTS Inhibitors of AmpC Beta-Lactamase (assay without detergent); AmpC nitrocefin hydrolysis, absorbance 480 nm, 0.0001% Triton; actives 0.52% (n = 330,000); Potency, µM (doses to about 57.1 µM), without a hit: at the top dose activity change, negative = inhibition, usual class: inhibitors; P00811; AID 485341, 2010;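 note: potency is the fitted concentration of half-maximal effect; plate controls were no compound for no effect and no enzyme for full effect; nearly all actives have a fitted effect of over 20% in size; some results filed as inactive show a strong effect at the top dose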
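AmpC (5.3 nM in the dispensed reagent) in 20 mM phosphate pH 7.0 with 0.01% (detergent screen) or 0.0001% Triton X-100 was preincubated with compounds for 15 min at room temperature. Nitrocefin was then added from an 800 uM solution, and hydrolysis was followed at 480 nm.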
LmPK inhibitor: qHTS Assay for Inhibitors of Leishmania Mexicana Pyruvate Kinase (LmPK). purified LmPK, Kinase-Glo ATP luminescence, 1 h. Potency, µM (series often up to 57.5 µM), without a hit: at the top dose activity change, negative = inhibition, actives largely listed as inhibitors. actives 0.37% (n = 290,000); note: potency is the fitted concentration of half-maximal effect
Target sequence (Q27686 whole entry, looked up): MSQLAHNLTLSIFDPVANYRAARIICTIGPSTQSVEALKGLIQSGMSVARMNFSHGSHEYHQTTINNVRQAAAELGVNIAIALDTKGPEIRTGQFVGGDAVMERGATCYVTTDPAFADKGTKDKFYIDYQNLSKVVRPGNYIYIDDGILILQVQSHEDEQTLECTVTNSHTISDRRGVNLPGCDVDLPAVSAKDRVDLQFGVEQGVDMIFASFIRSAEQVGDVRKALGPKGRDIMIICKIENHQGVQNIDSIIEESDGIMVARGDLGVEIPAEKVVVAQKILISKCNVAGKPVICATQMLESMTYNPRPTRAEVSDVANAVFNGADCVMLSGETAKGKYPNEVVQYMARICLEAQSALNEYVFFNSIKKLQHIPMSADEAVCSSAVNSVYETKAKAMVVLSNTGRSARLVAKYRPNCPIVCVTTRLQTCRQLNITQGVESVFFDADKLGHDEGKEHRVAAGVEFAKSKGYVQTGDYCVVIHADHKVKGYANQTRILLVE
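Kinase-Glo luminescence read after 1 h RT reaction of 0.1 nM LmPK with 0.5 mM PEP and 0.1 mM ADP. Activity scaled between uninhibited and enzyme-free controls.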
HCMV antiviral: qHTS Assay for inhibitors of the human cytomegalovirus (HCMV); actives 4.5% (n = 410,000); HFF cells, HCMV-luciferase reporter, 72 h; active compounds read low; activity change, negative = inhibition, % at 57.5 µM; in the data active = activity change below about -60%; inconclusive = no clear call, values can overlap the other calls; inactive = above about -39%
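Compounds were evaluated in HFFs infected with an HCMV luciferase reporter virus (MOI 1 PFU/cell). Luciferase in lysates collected 72 h post infection served as the replication measure.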
Starred values were filed as active, the others as inactive; ? = inconclusive; nt = not tested or not shown; & = joins results of further samples; [ ] = dose if it differs, or a comment. Unless noted, calls come from the whole dose curve; as a rule, active = well fitted curve in the direction sought with a large enough effect; inconclusive = small, poorly fitted or top-dose-only effect, or another doubt; inactive = no such curve, though single readings can be large; an effect the other way counts as inactive or inconclusive. Unless noted, % is set by controls: 0 for no effect and ±100 for the full control effect.

SMILES	TbPYK inhibitor	Sm TGR inh	AMA1 RON2 block	AmpC inh detg	AmpC no deterg	LmPK inhibitor	HCMV antiviral
Cc1cc(N2CCN(C)CC2)nc2ccc(NC(=O)Nc3ccc(F)cc3F)cc12	-6%	57%[activator]	nt	21%	nt	nt	?
COc1ccc(OC)c(NC(=O)CSc2nnc(C3CCCCC3)n2-c2ccccc2)c1	-8%	0%	-18%	3%	50%	7%	-38
COc1ccc(NS(=O)(=O)c2cccc(C(=O)N/N=C/c3cn(-c4ccccc4)nc3-c3ccc(OC)cc3)c2)cc1	11%	3%	12%	-12%	-13%	3%	-28
COc1cc(NC(=O)c2noc3c2CCCC3)c(OC)cc1Cl	3%	7%	-4%	-4%	-19%	-3%	58
Cn1c(=O)c2c(nc(SCC(=O)Nc3ccc(F)c(F)c3)n2Cc2ccccc2F)n(C)c1=O	-1%	-4%	nt	-3%	nt	nt	-9
COCCCNC(=O)C1CCC(CNS(=O)(=O)c2ccc(Cl)cc2)CC1 (stereo not drawn)	3%	13%	-3%	4%	5%	-2%	-8
CN(NC(=O)Nc1ccc(Cl)cc1)c1ncc(C(F)(F)F)cc1Cl	-7%	nt	14%	nt	nt	nt	-14
O=c1[nH][nH]c(-c2ccccc2O)c1C(C[N+](=O)[O-])c1ccc(Cl)cc1Cl (stereo not drawn)	-3%	-30%	75%[activator]	-1%	-14%	6%	47
CCOC(=O)[C@@H](C)N(Cc1ccc(OC)cc1)S(=O)(=O)N(Cc1ccccc1)[C@H](C(=O)OC)C(C)C	-4%	-8%	2%	1%	29%	nt	-79*
Cc1cc2oc(C(=O)N(Cc3ccco3)Cc3ccccc3Cl)c(C)c2cc1C	-3%	2%	nt	1%	nt	nt	-13
CC(C)(C)c1ccc(OCc2cc(=O)n3c4c(sc3n2)CCCC4)cc1	-1%	-8%	nt	-5%	nt	nt	3
CCOC(=O)c1cccc(NC(=O)CSc2cc(=O)n(C)c3ccccc23)c1	-10%	-3%	nt	3%	nt	nt	-16
Cc1[nH]nc2c1C(c1cccc(OC(=O)N3CCOCC3)c1)C(C#N)=C(N)O2 (stereo not drawn)	-3%	4%	3%	5%	-18%	2%	-2
CCN(CC)S(=O)(=O)c1ccc2c(c1)c(=O)c(C(=O)NCCc1ccc(OC)c(OC)c1)cn2C	12%&0%	-1%&1%	6%	1%&3%	184%[activator]	4%	-22&8
CC(C)(C)C1=CC(=O)C(=O)C(C(C)(C)C)=C1	8.9µM*	20µM*	1%	-14%	-12%	14µM*	nt
CC(c1ccccc1)N1C(=O)c2ccccc2C1(O)Cc1ccccc1 (stereo not drawn)	-1%	nt	3%	1%	-7%	3%	-9
CCOP(=O)(c1ccc(N(C)C)cc1)C(O)c1ccc(OC)cc1 (stereo not drawn)	-3%	-5%	-6%	-7%	8%	1%	23
Cn1c(=O)[nH]c(=O)c2c1nc(Br)n2C/C=N/Nc1ccccc1	0%	?	9%	0%	-20%	-2%	28
O=C(/C=C\c1cn(-c2ccccc2)nc1-c1ccccc1)Nc1nccs1	-14%	-6%	11%	-14%	11µM*	3%	?
Cc1ccc(S(=O)(=O)/N=C(/Nc2c(C)n(C)n(-c3ccccc3)c2=O)c2ccc(Cl)cc2)cc1	-3%	6%	-3%	0%	-10%	0%	?
C/C(CC(=O)Nc1cccnc1)=N\NC(=O)c1ccc([N+](=O)[O-])c(Cl)c1	-12%	-15%	40%[activator]	-9%	?	1%	?
COc1ccc(NC(C)=O)cc1S(=O)(=O)NC(Cc1ccccc1)C(=O)NCc1ccccc1C (stereo not drawn)	-5%	-5%	-2%	?	-8%	5%	44
C/C(=N/Nc1cc(-c2ccccc2)nc(-c2ccccc2)n1)c1ccc(O)cc1	-7%	2%	-3%	2%	-8%	-7%	-65*
CCOC(=O)CCCCC(=O)c1[nH]c(=O)[nH]c1C[n+]1ccc(C)cc1	-6%	35µM*	?	3%	-18%	4%	-33
Cc1cccc(NC2=NC(C)(C)N=C(N)N2)c1C	-3%	-3%	7%	-15%	-14%	-1%	11

(list continues)
SMILES	TbPYK inhibitor	Sm TGR inh	AMA1 RON2 block	AmpC inh detg	AmpC no deterg	LmPK inhibitor	HCMV antiviral
O=C(Cn1ccc(=O)[nH]c1=O)Nc1ccc(C(=O)O)c(O)c1	1%	-21%	-6%	9%	-25%	-2%	28
O=C(COc1ccccc1)NCC(=O)N1CCCC(C(F)(F)F)C1 (stereo not drawn)	1%	nt	0%	nt	nt	nt	-5
Cc1ccc(C)c(CNC(=O)c2ccc3c(c2)nc2n3CCC(C)C2)c1 (stereo not drawn)	7%	5%	nt	24%	nt	nt	-26
COc1cccc(NC(=O)c2cnc[nH]2)c1	1%	6%	-3%	-8%	-8%	-4%	10
CN(C(=O)c1ccc(S(=O)(=O)N2CCCCC2)cc1)C1CCS(=O)(=O)C1 (stereo not drawn)	2%	-2%	4%	?	-4%	nt	18
COc1ccc(-c2nc3ncccn3c2Br)cc1	-9%	22%	8%	0%	-9%	?	20
COc1ccc(S(=O)(=O)Nc2ccc(Nc3ccccc3)cc2)cc1	1%	nt	-9%	nt	nt	nt	-70*
CC1CCC(NC(=O)COC(=O)CCC(=O)c2ccc(Cl)s2)CC1 (stereo not drawn)	-1%	-10%	12%	0%	35%	nt	-16
COc1ccc(S(=O)(=O)Nc2ccc(C)cc2)cc1OC	3%	11%	-4%	1%	-21%	2%	21
O=C(O)c1ccc(/C=N\Nc2ccc(S(=O)(=O)N3CCOCC3)cc2[N+](=O)[O-])cc1	6%	45µM*	6%	-8%	-4%	1%	-1
CN(CC(=O)Nc1cccc2ccccc12)C(=O)c1cccc(S(=O)(=O)N(C)C)c1	2%	5%	-3%	4%	-4%	1%	55
COc1ccc(N2CCN(C(=O)c3cnc(N4CCOCC4)c4ccccc34)CC2)cc1	3%	-8%	nt	3%	nt	nt	-9
COc1cc(C)ccc1OCC(=O)OCC(=O)c1ccc[nH]1	2%	nt	-12%	nt	-7%	nt	-16
COC(=O)CCC(=O)NNC(=O)c1ccc([N+](=O)[O-])cc1	-6%	-1%	12%	-14%	-20%	0%	-40
CCCCNC(=O)OCCNC(=O)Oc1cccc(C)c1	2%	4%	12%	-8%	-6%	4%	23
COc1ccc(NC2CCCN(C(=O)c3cccnc3SC)C2)cc1OC (stereo not drawn)	1%	-34%	6%	-8%	12%	-1%	-31
O=C1COc2ccc(-c3cc(-c4ccc(F)cc4)c4c(n3)-c3ccccc3OC4)cc2N1	-7%	0%	nt	-2%	nt	nt	-2
O=C1CCCc2nc3c(cc21)C(O)Oc1ccccc1-3 (stereo not drawn)	3%	4%	0%	6%	-18%	3%	-38
CN1CCN(C(=O)CC2C(=O)NCCN2Cc2ccc(-c3ccccc3)cc2)CC1 (stereo not drawn)	1%	-5%	1%	-3%	88%[activator]	3%	-35
CCN(CCO)c1cc(Cl)nc(SC)n1	5%	0%	-6%	-12%	-8%	1%	-12
COC(=O)C1=C(c2ccc(OC(F)(F)F)cc2)C[C@@H]2CC[C@H]1N2C(=O)NCc1cccc2ccccc12	9%	3%	0%	12%	-3%	nt	-12
Cc1c(Cl)cccc1NC(=S)NN	-16%	-27%	66%[activator]	-7%	-52%	0%	-13
COc1cccc(NC(=O)c2ccn(C)n2)c1	-1%	-4%	-13%	?	-5%	-26%	43
Cc1c(C)n(Cc2ccc(Cl)cc2)c2ccc(C(=O)NCCCN3CCOCC3)cc12	4%	-1%	-26%	1%	129%[activator]	-5%	?
Cc1ccc(NC(=S)N(CCCN2CCOCC2)Cc2ccccn2)cc1Cl	0%	-9%	25%	-8%	169%[activator]	3%	-39
Cc1ccc(C(=O)NCc2ccc(N3CCN(C(=O)OC(C)(C)C)CC3)cc2)cc1	4%	-29%	15%	-1%	-24%	1%	-34
CC1CCN(c2ccccc2NC(=O)c2ccc(Br)o2)CC1	-12%	5%	?	14%	-27%	-2%	-36
O=C(Nc1nnc(C2CC2)s1)c1ccc(S(=O)(=O)c2ccccc2)cc1	0%	-1%	11%	2%	-15%	0%	-18

Some of the entries so far, with bars between the fields:
compound | TbPYK inhibitor | Sm TGR inh | AMA1 RON2 block | AmpC inh detg | AmpC no deterg | LmPK inhibitor | HCMV antiviral
O=C(Cn1ccc(=O)[nH]c1=O)Nc1ccc(C(=O)O)c(O)c1 | 1% | -21% | -6% | 9% | -25% | -2% | 28
O=C(COc1ccccc1)NCC(=O)N1CCCC(C(F)(F)F)C1 (stereo not drawn) | 1% | nt | 0% | nt | nt | nt | -5
Cc1ccc(C)c(CNC(=O)c2ccc3c(c2)nc2n3CCC(C)C2)c1 (stereo not drawn) | 7% | 5% | nt | 24% | nt | nt | -26
COc1cccc(NC(=O)c2cnc[nH]2)c1 | 1% | 6% | -3% | -8% | -8% | -4% | 10
CN(C(=O)c1ccc(S(=O)(=O)N2CCCCC2)cc1)C1CCS(=O)(=O)C1 (stereo not drawn) | 2% | -2% | 4% | ? | -4% | nt | 18
COc1ccc(-c2nc3ncccn3c2Br)cc1 | -9% | 22% | 8% | 0% | -9% | ? | 20
COc1ccc(S(=O)(=O)Nc2ccc(Nc3ccccc3)cc2)cc1 | 1% | nt | -9% | nt | nt | nt | -70*
CC1CCC(NC(=O)COC(=O)CCC(=O)c2ccc(Cl)s2)CC1 (stereo not drawn) | -1% | -10% | 12% | 0% | 35% | nt | -16
COc1ccc(S(=O)(=O)Nc2ccc(C)cc2)cc1OC | 3% | 11% | -4% | 1% | -21% | 2% | 21
O=C(O)c1ccc(/C=N\Nc2ccc(S(=O)(=O)N3CCOCC3)cc2[N+](=O)[O-])cc1 | 6% | 45µM* | 6% | -8% | -4% | 1% | -1
CN(CC(=O)Nc1cccc2ccccc12)C(=O)c1cccc(S(=O)(=O)N(C)C)c1 | 2% | 5% | -3% | 4% | -4% | 1% | 55
COc1ccc(N2CCN(C(=O)c3cnc(N4CCOCC4)c4ccccc34)CC2)cc1 | 3% | -8% | nt | 3% | nt | nt | -9
COc1cc(C)ccc1OCC(=O)OCC(=O)c1ccc[nH]1 | 2% | nt | -12% | nt | -7% | nt | -16
